TbREL1 primary = TbREL1 inhibition, primary screen | P86926 | TbREL1 RNA ligation, FRET fluorescence | inhibition, % at 9.66 µM | hit rate 0.49% among 89,000 | AID 1117264;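 active = inhibition above the mean inhibition across all screened compounds plus 3 SD, cut at about 11% in these data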;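 also: 0% = plate median of test wells and 100% = NSC42067 control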
Target sequence (P86926 whole entry, looked up): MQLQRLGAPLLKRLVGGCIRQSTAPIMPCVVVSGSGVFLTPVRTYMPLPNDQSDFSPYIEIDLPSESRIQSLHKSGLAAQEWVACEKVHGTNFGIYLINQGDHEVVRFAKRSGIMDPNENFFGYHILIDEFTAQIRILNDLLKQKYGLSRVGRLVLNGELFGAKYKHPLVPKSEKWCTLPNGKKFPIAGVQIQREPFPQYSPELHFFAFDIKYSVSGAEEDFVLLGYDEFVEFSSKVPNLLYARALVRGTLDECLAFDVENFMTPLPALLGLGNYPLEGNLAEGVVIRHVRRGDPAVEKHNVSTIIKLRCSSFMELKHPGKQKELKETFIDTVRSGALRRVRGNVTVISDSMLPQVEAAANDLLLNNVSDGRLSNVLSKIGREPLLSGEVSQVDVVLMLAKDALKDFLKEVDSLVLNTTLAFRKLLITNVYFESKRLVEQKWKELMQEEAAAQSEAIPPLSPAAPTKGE
An asterisk follows results filed as active.

TbREL1 primary	Compound
2	Cc1ccc(NC(=O)Nc2cc(C(F)(F)F)c[nH]c2=O)cc1
2	O=c1[nH]c(=S)[nH]nc1Cc1ccccc1
-1	Oc1ccc(Br)cc1CNc1ccccn1
-4	CCN(Cc1nc(-c2cccc(C)c2)no1)C(=O)c1ccc2c(c1)OCO2
1	Cc1c(CCCC(=O)O)sc(N)c1C(=O)c1cccc(C(F)(F)F)c1
0	COc1cc(C(CCN2CCCCC2)c2c(OC)cc(OC)c3c(C)cc(=O)oc23)cc(OC)c1OC (configuration not stated)
1	C/C(=N\NC(=O)c1cccc(Br)c1)c1cccc(NC(=O)c2ccc(C)o2)c1
-2	COc1ccc(OC)c(S(=O)(=O)NC2CC(=O)N(c3cccc(F)c3)C2)c1 (configuration not stated)
2	Cc1c(NS(=O)(=O)c2cccc(C(=O)NCc3ccccc3Cl)c2)c(=O)n(-c2ccccc2)n1C
1	CC(C)NC(=O)CSc1ccccc1C(=O)NNC(=O)Cn1ccc(C(F)(F)F)n1
1	CCOc1ccc(-c2nnc(SCC(=O)N3CCN(c4ccccc4)CC3)o2)cc1
3	CCn1c(SCC(=O)N(C)Cc2ccc(OC)c(F)c2)nc2cc(S(N)(=O)=O)ccc21
-1	CC(C)(C)OC(=O)NCCCCCNC(=O)c1nc[nH]c1C(=O)NCc1ccc(CNC(=O)OC(C)(C)C)cc1
2	CCCC(=O)Nc1ccc(C(=O)N/N=C/c2cccnc2)cc1
-4	Oc1ccccc1C=NN1CCN(Cc2ccccc2)CC1
2	COc1ccc(-c2ccc(C(=O)Nc3ccc(OC)nc3)c3occc23)c(C)c1
2	CCc1ccc(CCNC(=O)OC2CC3CC2[C@H]2CCCCN2C3)cc1 (some centres not stated)
-2	Cc1cc2oc3ccc(NCCC4CCCN4C)cc3c(=O)c2cc1C (configuration not stated)
1	Clc1ccc(Nc2ncn[nH]2)cc1
0	COc1ccccc1COn1c(=O)c(-c2ccco2)[n+]([O-])c2ccccc21
3	CCN(Cc1cccs1)c1ncnc2ccc(-c3ccc4c(c3)OCO4)cc12
0	Cc1noc(C)c1C(=O)N1CCC(C(=O)c2ccc(F)cc2F)CC1
-1	COc1ccc(NC(=O)CSc2nnc(-c3ccccn3)n2N)c(OC)c1
-3	Cc1cc(-n2c(C)cc(C(=O)COc3cccnc3[N+](=O)[O-])c2C)no1
-3	COCCCNC(=O)C1CCN(S(=O)(=O)N(CC(C)C)CC(C)C)CC1
2	O=C(COc1ccc2ccccc2c1)Nc1nccs1
-2	CC1Cc2ccccc2N1C(=O)C1CCCN1S(=O)(=O)c1ccc(Cl)cc1 (configuration not stated)
2	CC(C)(C)n1nnnc1C(c1cc2ccccc2o1)N(CCC#N)Cc1ccccc1 (configuration not stated)
-1	Cc1nnc(SCC(=O)Nc2nnc(SCc3cccc(Br)c3)s2)s1
-2	O=C1OC[C@@H]2CCCN2C(=O)[C@@H](CC(=O)N(CCO)Cc2ccccc2)C/C=C\CC[C@H]1Cc1ccc(F)cc1

Reprinted at random: two records from the list.
TbREL1 primary	Compound
0	Cc1noc(C)c1C(=O)N1CCC(C(=O)c2ccc(F)cc2F)CC1
2	COc1ccc(-c2ccc(C(=O)Nc3ccc(OC)nc3)c3occc23)c(C)c1

Remaining list, next part:
TbREL1 primary	Compound
-5	Cc1ccc(N(C)S(=O)(=O)c2cccc(C(=O)OCC(=O)N3CCCC(C)C3)c2)cc1 (configuration not stated)
-2	CC(=O)Nc1ccc(Nc2cc(-c3ccccc3)nc3ncnn23)cc1
1	Cc1ccc(C)c(N2CCN(S(=O)(=O)c3ccc4c(c3)C(C)(C)C(=O)N4C)CC2)c1
3	Cc1ccc2nc(-c3ccc(NC(=O)CN4C(=O)c5ccccc5C4=O)cc3)sc2c1
2	O=C(/C=C/c1cccs1)c1ccc(NC(=O)c2cccc(Br)c2)cc1
4	CCOC(=O)N1CCN(C(=O)c2n[nH]c(=O)c3ccccc23)CC1
0	COC(=O)C1=C(C)NC(=S)NC1c1ccc(-c2cccc(Cl)c2)o1 (configuration not stated)
-2	CSCCC(NS(=O)(=O)/C=C/c1ccccc1)C(=O)N1CCC(C)CC1 (configuration not stated)
0	CC1CCCCC12NC(=O)N(CC(=O)N1CCc3ccccc3C1)C2=O (configuration not stated)
2	COc1cccc(N2CCN(CC(=O)NCc3cccs3)CC2)c1
3	Nc1ccc(-c2nc3ccc([N+](=O)[O-])cc3[nH]2)cc1
-2	O=C1N[C@H]2CC=C[C@H]2N(Cc2cccs2)c2ccccc21
-7	CCOc1ccc2c(c1)nc(NCCCO)n2Cc1ccccc1
-1	O=C(NCc1ccccc1)C1=C[C@@H](c2coc3ccccc3c2=O)C[C@@H](OCc2ccc(CO)cc2)O1
-6	COCCn1c(C)cc(C(=O)CSc2nnc(C3CC3)n2C2CC2)c1C
-7	Cc1ccc(S(=O)(=O)N(C)CC(=O)Nc2ccccc2N2CCCC2)cc1
1	O=C(CN1C(=O)c2ccccc2C1=O)N1CCCCC1
2	Cc1ccc(NC(=O)CSc2nnc(C)c(=O)n2N)c(C)c1
0	CCOc1ccc(CCNC(=O)Cc2nn[nH]n2)cc1OCC
-1	CC1CCCC(C)N1C(=O)COC(=O)c1cc(F)c(F)cc1Cl (configuration not stated)
3	Cc1cc(C)n(CCc2nc(-c3ccc(C)o3)cs2)n1
-3	C=CCn1c(Cn2c(-c3cnccn3)nc3ccccc32)nc2ccccc21
5	O=C(COC(=O)/C=C/c1ccccc1)NCc1ccco1
3	COc1ccc(C=NNC(=O)c2ccncc2)cc1
0	Cc1ccc(S(=O)(=O)N2CCOCC2)cc1NC(=O)COC(=O)C1(C)CC1(Cl)Cl (configuration not stated)
2	CCOC(=O)CN1C(=O)C(O)=C(C(C)=O)C1c1ccc(F)cc1 (configuration not stated)
-1	CCC(CC)C(=O)Nc1cccc(C(=O)NCCc2ccc(S(N)(=O)=O)cc2)c1
4	CCn1c(SCC(N)=O)nnc1-c1ccc(OC)c(OC)c1
6	O=C(NCCC1CCCCN1S(=O)(=O)c1ccc(F)cc1)C(=O)NC1CC1 (configuration not stated)
9	CCCCC(=O)Nc1cc(OC)c(NC(=S)NC)cc1OC

By substructure, the compounds so far containing bromine (4)
TbREL1 primary	Compound
-1	Oc1ccc(Br)cc1CNc1ccccn1
1	C/C(=N\NC(=O)c1cccc(Br)c1)c1cccc(NC(=O)c2ccc(C)o2)c1
-1	Cc1nnc(SCC(=O)Nc2nnc(SCc3cccc(Br)c3)s2)s1
2	O=C(/C=C/c1cccs1)c1ccc(NC(=O)c2cccc(Br)c2)cc1

4 of these compounds, set out differently:
mol	TbREL1 primary
C=CCn1c(Cn2c(-c3cnccn3)nc3ccccc32)nc2ccccc21	-3
Cc1ccc(S(=O)(=O)N(C)CC(=O)Nc2ccccc2N2CCCC2)cc1	-7
CC1CCCC(C)N1C(=O)COC(=O)c1cc(F)c(F)cc1Cl (configuration not stated)	-1
O=C(NCCC1CCCCN1S(=O)(=O)c1ccc(F)cc1)C(=O)NC1CC1 (configuration not stated)	6

Continuation.
TbREL1 primary	Compound
-1	Cc1ccc(-n2nc3c(c2NC(=O)c2ccccc2)CS(=O)(=O)C3)cc1C
6	N#Cc1c(-c2ccco2)nc(SCC(=O)Nc2cccc(Cl)c2)[nH]c1=O
4	COc1ccc(C(Sc2ccccc2)c2ccccc2)cc1OC (configuration not stated)
3	N#Cc1cc(-c2ccccc2)nn1-c1ccccc1
2	O=S(=O)(/N=C(/c1ccc(Cl)cc1)N1CCOCC1)c1ccc(Cl)cc1
5	COC(=O)COc1ccc(S(=O)(=O)Nc2cc(OC)ccc2OC)cc1
0	O=C(CSc1nnc(-c2ccc(Cl)cc2)n1C1CCCCC1)NN=Cc1c(O)ccc2ccccc12
-2	O=S(=O)(Cc1ccccc1)Nc1ccc(S(=O)(=O)N2CCCC2)cc1
0	O=C(O)C1CCCCC1C(=O)NCCc1ccccc1 (configuration not stated)
-5	Cc1ccc(/C=C/C(=O)Nc2ccc(S(=O)(=O)Nc3onc(C)c3C)cc2)cc1
-1	CC(=O)N1CCN(C(=O)CNc2cc(C(F)(F)F)ccc2OCC(F)(F)F)CC1
6	COc1ccc(-c2ccc(C(=O)Nc3ccccc3)c3occc23)c(C)c1
-2	N#Cc1cccc(NC(=O)COc2ccc(-n3ccnc3)cc2)c1
-2	Cc1nnc2ccc(Oc3ccc(-c4ccccc4)cc3)nn12
2	Cc1onc(-c2ccccc2)c1C(=O)NCc1ccc(Cl)cc1
-2	O=C(NCc1cccnc1)c1csc2c1CCCC2
-1	CC(C)(C)c1ccc(Cn2nnc3c(=O)[nH]c(C4CCN(C(=O)c5ccco5)CC4)nc32)cc1
1	CCc1nc(N2CCOCC2)c(C#N)c2c1CCCC2
6	O=C(NCc1ccco1)C1CC(c2ccc(C(F)(F)F)cc2)=NO1 (configuration not stated)
0	O=[N+]([O-])c1ccc(/C=N/Nc2cc(Cl)nc(-c3ccccc3)n2)cc1
0	CCOCCCNc1nc2c(-c3ccccc3)nnn2c2ccccc12
0	O=C(CCc1ccc(O)cc1)N/N=C/c1coc2ccccc2c1=O
0	CC(OC(=O)Cn1cnc2c1c(=O)n(C)c(=O)n2C)C(=O)NCc1ccccc1 (configuration not stated)
0	CCc1ccccc1NC(=O)c1cnccn1
7	COc1ccc(/C=N/NC(C)(C)C)c(OC)c1
0	CCCn1c(N2CCN(C(=O)Nc3ccccc3)CC2)nc2ccccc21
3	CN(C)Cc1csc(NC(=O)Nc2ccccc2Oc2ccccc2)n1
3	O=c1cc2c(nn1Cc1cccc(Cl)c1)-c1ccccc1CC2
-3	COc1ccc(C2Sc3nncn3N2Cc2ccc(C#N)cc2)cc1 (configuration not stated)
2	CN(C)c1ccc(P(=O)(OC2CCCCC2)C(O)c2cccnc2)cc1 (configuration not stated)
-7	CCOC(=O)c1ccc(NC(=S)NNC(C)(C)C)cc1
4	CCOC(=O)c1c(C)n(C)c2ccc(OCC(O)Cn3nc(C)c(Br)c3C)cc12 (configuration not stated)
-1	N#C/C(=C\c1ccc(OC(F)F)cc1)C(=O)N1CCCCC1
5	Cc1ccc(S(=O)(=O)N(C)CC(=O)OCC(=O)c2ccc3c(c2)NC(=O)CO3)cc1
-1	CC(=O)C[C@@H](O)CC(=O)[C@@H]1OC(=O)[C@@H](C)C/C=C\Cc2ccccc21
-2	O=C1/C(=C/c2cccnc2)Oc2cc(OS(=O)(=O)c3ccc(Cl)cc3)ccc21
-2	O=C(CSC1=N/C(=C/c2ccc(Cl)c(Cl)c2)C(=O)N1c1ccccc1F)NC1CC1
0	CCOCCCNc1c2c(nc3cc(-c4ccc(F)cc4)nn13)CCC2
-1	COc1ccc(OCC(=O)OCCN2C(=O)c3ccccc3C2=O)cc1
-3	CCC(C)(C)n1nnnc1C(CC(C)C)N1CCC(C(N)=O)CC1 (configuration not stated)
1	COc1ccccc1C(=O)NNC(=O)c1ccc(NS(=O)(=O)c2cccs2)cc1
4	CCOc1ccc2nc(SCC(=O)NCc3ccco3)sc2c1

Individual results from the results shown:
N#C/C(=C\c1ccc(OC(F)F)cc1)C(=O)N1CCCCC1 in TbREL1 primary is listed with -1
CC(=O)C[C@@H](O)CC(=O)[C@@H]1OC(=O)[C@@H](C)C/C=C\Cc2ccccc21 in TbREL1 primary is listed with -1

A portion of the library; count on the stated rates, not on these rows.
